# BLM helicase inh = inhibitors of human Bloom syndrome helicase BLM | recombinant BLM DNA unwinding, fluorescence dequenching | 0.2% of 350,000 active | Potency, µM (series often up to 56.1 µM), inactives show at the top dose activity change, negative = inhibition, most hits filed as inhibitors;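 also: plate controls were vehicle for no effect and no enzyme for full effect; nearly all actives have a fitted effect of over 35% in size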
# Pol iota inh = blocks human DNA polymerase iota activity; Q9UNA4; Pol iota fluorescent replication assay, 10 min; Potency, µM (highest dose often 115 µM), for the others: at the top dose activity, negative = inhibition, actives largely listed as inhibitors; 1% of 390,000 active; AID 588590
# Target sequence (Q9UNA4 whole entry, looked up): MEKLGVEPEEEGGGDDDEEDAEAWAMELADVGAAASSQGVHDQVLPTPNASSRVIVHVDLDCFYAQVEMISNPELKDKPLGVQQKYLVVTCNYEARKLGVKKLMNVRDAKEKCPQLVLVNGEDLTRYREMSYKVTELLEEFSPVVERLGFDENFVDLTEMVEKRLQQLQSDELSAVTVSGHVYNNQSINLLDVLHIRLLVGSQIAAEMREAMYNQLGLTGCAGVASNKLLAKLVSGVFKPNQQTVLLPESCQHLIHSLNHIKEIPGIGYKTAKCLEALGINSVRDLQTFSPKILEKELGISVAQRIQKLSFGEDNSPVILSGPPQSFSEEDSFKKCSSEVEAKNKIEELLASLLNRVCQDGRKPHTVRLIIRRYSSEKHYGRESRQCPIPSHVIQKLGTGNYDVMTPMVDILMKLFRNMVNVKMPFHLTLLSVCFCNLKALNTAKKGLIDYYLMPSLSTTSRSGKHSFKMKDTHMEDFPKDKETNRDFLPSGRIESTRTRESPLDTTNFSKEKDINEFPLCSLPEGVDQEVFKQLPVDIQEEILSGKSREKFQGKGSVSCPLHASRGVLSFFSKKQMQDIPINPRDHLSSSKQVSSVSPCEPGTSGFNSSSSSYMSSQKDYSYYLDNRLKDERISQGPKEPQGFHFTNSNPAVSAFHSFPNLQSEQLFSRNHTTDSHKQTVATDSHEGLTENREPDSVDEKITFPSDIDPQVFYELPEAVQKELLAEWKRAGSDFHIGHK
#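 Fluorescent replication assay read twice, at 0 min and 10 min after adding 50 nM (final) substrate. Enzyme (10 nM) and compounds were first incubated 15 min at room temperature; enzyme-free buffer wells were negative controls.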
# JMJD2A Tudor inh = inhibitors of human JMJD2A Tudor domain; O75164; AlphaScreen JMJD2A-Tudor / H3K4me3 peptide binding; Potency, µM (titrated, usually from 114 µM), without a hit: top-dose activity change, negative = inhibition, actives largely listed as inhibitors; 4.4% of 390,000 active; AID 504339; also: % is scaled to controls: 0 for no effect and ±100 for the full control effect; nearly all actives have a fitted effect of over 50% in size
# Pol kappa inh = blocks human DNA polymerase kappa activity; Q9UBT6; 0.53% of 400,000 active; AID 588579; purified Pol kappa, fluorescent DNA synthesis assay, 10 min; Potency, µM (doses to about 107 µM), without a hit: at the highest dose activity, negative = inhibition, usual class: inhibitors; also: % is scaled to controls: 0 for no effect and ±100 for the full control effect
#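 Fluorescent qHTS in 1536-well format: enzyme (10 nM) and compound sat 15 min at room temperature before 50 nM substrate (final) was added. Signal taken at 0 and 10 min; no-enzyme buffer wells were negative controls.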
# BAZ2B inh = inhibitors of human BAZ2B bromodomain; AlphaScreen BAZ2B-H3K14Ac peptide displacement; Potency, µM (series often up to 114 µM), for the others: at the top dose activity change, negative = inhibition, actives largely listed as inhibitors; 4.4% of 360,000 active; AID 504333; also: % is scaled to controls: 0 for no effect and ±100 for the full control effect; nearly all actives have a fitted effect of over 60% in size
#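 AlphaScreen displacement of biotin-H3(5-23)K14Ac peptide (50 nM final) from BAZ2B (50 nM final) in PBS pH 7.4, 0.01% Tween-20; complex preformed 30 min RT, then compounds (top 110 uM) 30 min RT, beads 20 min dark.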
# Pol eta inh = blocks human DNA polymerase eta activity | 1.2% of 390,000 active | Potency, µM (highest dose often 114 µM), inactives show at the highest dose activity change, negative = inhibition, most hits filed as inhibitors | AID 588591 | Q9Y253 | recombinant Pol eta, fluorescent DNA replication assay; also: % is scaled to controls: 0 for no effect and ±100 for the full control effect
#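 Fluorescent replication assay: 50 nM final substrate added after a 15 min room-temperature compound preincubation with 10 nM enzyme. Signal taken at 0 min and again at 10 min.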
# Pol beta inh = blocks human DNA polymerase beta activity; Pol beta primer extension/strand displacement, fluorescence kinetic; Potency, µM (highest dose often 114 µM), without a hit: at the highest dose activity change, negative = inhibition, most hits filed as inhibitors; 1.3% of 340,000 active; also: % is scaled to controls: 0 for no effect and ±100 for the full control effect
#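 Reaction started by 50 nM substrate onto compound-treated Pol beta (10 nM, 15 min preincubation, room temperature); plates read at 0 min and 10 min. Normalized concentration-effect data fitted by four-parameter Hill equation.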
# G9a block = blocks human histone lysine methyltransferase G9a. Potency, µM (highest dose often 102 µM), for inactives: at the highest dose activity, negative = inhibition, hits mostly inhibitors. AID 504332. 8.8% of 350,000 active. G9a H3K9 monomethylation, AlphaScreen, 2 h; also: % is scaled to controls: 0 for no effect and ±100 for the full control effect; nearly all actives have a fitted effect of over 75% in size
# Target sequence (Q96KQ7 913-1193 limits assumed): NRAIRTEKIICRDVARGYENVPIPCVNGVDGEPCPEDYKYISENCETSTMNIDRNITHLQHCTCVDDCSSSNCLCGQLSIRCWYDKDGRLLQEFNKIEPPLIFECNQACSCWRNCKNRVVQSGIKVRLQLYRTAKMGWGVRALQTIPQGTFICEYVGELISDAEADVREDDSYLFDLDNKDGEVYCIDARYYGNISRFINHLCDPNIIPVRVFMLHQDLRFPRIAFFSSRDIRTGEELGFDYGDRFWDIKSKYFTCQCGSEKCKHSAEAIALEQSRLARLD
#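 AlphaScreen read-out: biotin-H3K9 peptide (500 nM) methylation by 20 nM enzyme with 20 uM SAM, 2 h at room temperature after 15 min compound preincubation; anti-monomethyl H3K9 antibody plus donor/acceptor beads, 10 min dark.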
# APEX1 inh = APE1 (human) endonuclease inhibition; 0.35% of 350,000 active; recombinant APE1, TAMRA/BHQ-2 abasic DNA cleavage fluorescence; P27695; Potency, µM (doses to about 65.8 µM), for inactives: at the highest dose activity change, negative = inhibition, usual class: inhibitors;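 also: plate controls were vehicle for no effect and reference inhibitor for full effect; nearly all actives have a fitted effect of over 55% in size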
#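 APE1 at 0.75 nM preincubated 15 min at room temperature with compound. Reaction then started with 50 nM double-stranded THF-abasic substrate labelled with TAMRA/BHQ-2, and 525/598 nm fluorescence read kinetically. Activity taken as third-minus-first read difference, normalized to DMSO and NSC13755 controls.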
# * marks the source's active call; other numbers are inactive results; u = inconclusive; x = no result given; & = joins results of further samples; ! = not active in a repeat; [ ] = dose if it differs, or a comment. Calls follow the shape of the dose curve; as a rule, active = well fitted curve in the direction sought with a large enough effect; inconclusive = small, poorly fitted or top-dose-only effect, or another doubt; inactive = no such curve, though single readings can be large; an effect the other way counts as inactive or inconclusive. Potency is read from the fitted curve at half-maximal effect. This is a subset, so the mix of outcomes need not match the whole.
SMILES,BLM helicase inh,Pol iota inh,JMJD2A Tudor inh,Pol kappa inh,BAZ2B inh,Pol eta inh,Pol beta inh,G9a block,APEX1 inh
O=C1NC(=O)C2(Cc3cc([N+](=O)[O-])ccc3N3CCN(C(=O)c4ccccc4)CC32)C(=O)N1 (stereo unspecified),-4%,97%[activator],-4%,-12%,-23%,-6%,-16%,-5%,54%
CP(C)(=O)CCC(=O)O,0%,-1%,-18%,-7%,10%,-4%,2%,27%[12.7 µM],31%[activator]
CCC(C)C12CN3CCN(CC(C)(C3)C1=O)C2 (stereo unspecified),-12%,15%,-16%,-7%,2%,-4%,23%,-6%,21%
COc1ccc(NC2(C#N)CCCCC2)cc1,-1%,27%,-28%,4%,-25%,3%,-19%,-40%,5%
N#Cc1ccc(NC(=O)CN2CCN(C(=O)c3cccs3)CC2)cc1Cl,x,3%,-9%,1%,-7%,-11%,x,40µM*,26%
COC(=O)C1=C(c2cccc(OCc3ccccc3)c2)C[C@@H]2CC[C@H]1N2C(=O)NCc1ccc(C(F)(F)F)cc1,x,31%[activator],-14%,-1%,-2%,u,x,11%[2.33 µM],10%
O=C1/C(=C/c2ccccc2)C[C@@]2(O)[C@H]3Cc4ccc(O)c5c4[C@@]2(CCN3CC2CC2)C1O5 (stereo partly specified),x,u,-34%,-22%,x,-11%,x,x,44%
CC(C)[C@@]1(NC(=O)[C@@H]2C[C@@H]3c4cccc5[nH]cc(c45)C[C@H]3N(C)C2)O[C@@]2(O)[C@@H]3CCCN3C(=O)[C@H](Cc3ccccc3)N2C1=O,-18%&-11%,88%[activator],-31%,-32%[60.1 µM],40µM*,-19%,43%,u,21%&8%&-8%&-4%
CCCCC/C=C\C/C=C\C/C=C\C/C=C\CCCC(=O)O,u,x,x,13µM*!,-7%,x,x,16µM*!,u
O=C1NCCOC(=O)[C@H](Cc2ccc(F)cc2)CC/C=C/C[C@@H]1CC(=O)N(CCO)Cc1ccccc1,x,4%,-11%,-3%,x,-17%,x,x,-3%
O=c1[nH]c(=O)n(Cc2ccccc2)c(O)c1C=NCCCn1ccnc1,-1%,7%,-4%,-10%,u,-5%,-11%,-15%[59 µM],15%
CN(C)CCN=Cc1c(O)n(CCC2=CCCCC2)c(=O)[nH]c1=O,-4%,0%,-19%,-3%,14%,-10%,1%,17%[59 µM],0%
Cc1cc[n+](Cc2ccccc2)cc1,x,19%,-11%,-2%,u,0%,x,-8%[2.33 µM],4%
Cc1ccc(-n2c(O)c(C=NCCN3CCOCC3)c(=O)[nH]c2=O)cc1,2%,12%,-4%,-3%,-28%,-10%,0%,u,0%
FC(F)(F)c1cc(-c2ccccc2)nc(N2CCCCCC2)n1,-5%,-10%,215%[activator],-17%,190%[activator],-20%,2%,96%[activator][59 µM],1%
COc1cccc(CN2CCCCC2c2cccnc2)c1 (stereo unspecified),-5%,u,u,-8%,-4%,5%,7%,1%[59 µM],7%
COC(/C(C)=C/C=C/C(C)=C/c1coc(C)n1)C(C)C1CC(O)C2(C)OC2C=CC(C)C2CC(CC(=O)O2)CC2OC2C(=O)O1 (stereo unspecified),x,2%,-8%,-12%,x,-15%,x,x,x
COc1ccc(C(=O)C2CCCN(Cc3cnc(C)s3)C2)cc1OC (stereo unspecified),-1%,66%[activator],4%,-4%,1%,-13%,u,4%,-4%
Cc1ccc(Cl)cc1N1CCN(CCN)CC1,2%,6%,-31%,2%,-23%,-18%,-1%,7%[12.7 µM],-1%
CCC(=O)CC(c1ccc([N+](=O)[O-])cc1)c1c(O)c2ccccc2oc1=O (stereo unspecified),0%,5%,-5%,-18%,-7%,1%,11%,-41%,-2%

# Profiles as entered above. Order of screens: BLM helicase inh	Pol iota inh	JMJD2A Tudor inh	Pol kappa inh	BAZ2B inh	Pol eta inh	Pol beta inh	G9a block	APEX1 inh
# Profile of `FC(F)(F)c1cc(-c2ccccc2)nc(N2CCCCCC2)n1` : -5%	-10%	215%[activator]	-17%	190%[activator]	-20%	2%	96%[activator][59 µM]	1%
# Profile of `O=C1NCCOC(=O)[C@H](Cc2ccc(F)cc2)CC/C=C/C[C@@H]1CC(=O)N(CCO)Cc1ccccc1` : x	4%	-11%	-3%	x	-17%	x	x	-3%
# Profile of `CCC(=O)CC(c1ccc([N+](=O)[O-])cc1)c1c(O)c2ccccc2oc1=O` (stereo unspecified) : 0%	5%	-5%	-18%	-7%	1%	11%	-41%	-2%
# Profile of `CC(C)[C@@]1(NC(=O)[C@@H]2C[C@@H]3c4cccc5[nH]cc(c45)C[C@H]3N(C)C2)O[C@@]2(O)[C@@H]3CCCN3C(=O)[C@H](Cc3ccccc3)N2C1=O` : -18%&-11%	88%[activator]	-31%	-32%[60.1 µM]	40µM*	-19%	43%	u	21%&8%&-8%&-4%

# Next compounds.
SMILES,BLM helicase inh,Pol iota inh,JMJD2A Tudor inh,Pol kappa inh,BAZ2B inh,Pol eta inh,Pol beta inh,G9a block,APEX1 inh
N[C@H](Cn1ccc(=O)c(O)c1)C(=O)O,0%,x,x,-7%[19.4 µM],x,x,x,18%[21.5 µM],-4%
CC(C)OP(=O)(OC(C)C)C(Nc1ccc([N+](=O)[O-])cc1)c1cccc([N+](=O)[O-])c1 (stereo unspecified),-8%,38%,u,-1%,-28%,3%,0%,-49%,-1%
COc1cccc(OC)c1C(=O)Nc1nc(N)n(-c2ccccc2)n1,2%,18%,-23%,-4%,u,-1%,2%,22%,-2%
CN1C(=O)C(C2c3ccccc3C(=O)N2Cc2ccc([N+](=O)[O-])cc2)C(=O)N(C)C1=O (stereo unspecified),1%,-6%,-25%,2%,-11%,-9%,2%,x,0%
CC(C(=O)Nc1ccc(Br)cc1C(=O)c1ccccc1)N1CCOCC1 (stereo unspecified),0%,31%,-8%,1%,-17%,0%,1%,u,-11%
Cc1cc(C)cc(N2C(=O)NC(=O)/C(=C\c3cccn3-c3ccc(Cl)cc3)C2=O)c1,3%,u,-9%,-11%,-4%,22µM*,6%,-24%[59 µM],0%
Cc1[nH]c2ccccc2c1C(=O)CN1CC=C(c2ccccc2)CC1,-5%,-8%,-32%,-6%,-32%,-3%,-4%,u,3%
CCOC(=O)c1c(-c2ccc(OC)cc2)oc2ccc(OC(=O)N(C)C)cc12,0%,u,21%[57.1 µM],-14%,42%[activator],u,-18%,20%,-1%
C=C(C)c1cccc(C(C)(C)NC(=O)NC2CN3CCC2CC3)c1 (stereo unspecified),-3%,-9%,-12%,-6%,-5%,-4%,1%,u,3%
COc1cc(/C=N/Nc2ccc(S(N)(=O)=O)cc2)cc(OC)c1OC,-9%,28%,u,-12%,-16%,-9%,0%,-36%,-1%
CCOC(=O)c1cnc2c(ccc3ccccc32)c1Nc1ccc(N(C)C)cc1,-9%,13%,11µM*,7%,6.3µM*,-18%,31%,2.5µM*,x
Cc1c(N=Nc2c(O)[nH]c(=S)[nH]c2=O)c(=O)n(-c2ccccc2)n1C,2%,99%[activator],13µM*,-10%,4.5µM*,-2%,13%,2µM*,-2%
CCC(C)C(NC(=O)CCCNC(=O)CCC(=O)OC1O[C@H]2OC3(C)CC[C@H]4[C@H](C)CCC(C1C)C24OO3)C(=O)O (stereo partly specified),-3%,x,x,x,4%,x,5%,-1%,9%
Cc1nn(Cc2ccccc2)c2c1C(c1ccco1)C(C#N)=C(N)O2 (stereo unspecified),-5%,9%,-30%,-14%,u,-3%,0%,u,2%
CC(=NCc1cccnc1)c1c(O)n(Cc2ccccc2)c(=O)[nH]c1=O,-14%,-11%,1%,-13%,-6%,-11%,0%,u,7%
CN1[C@@H](CC(=O)c2ccccc2)CCC[C@H]1C[C@H](O)c1ccccc1,0%&-4%&0%,u,-13%,-5%[60.1 µM],5%&-1%,5%,7%,28%[12.7 µM],-4%&-1%&-2%&0%&-6%
N#CC1=C(N)Oc2n[nH]c(-c3cccs3)c2C1c1ccco1 (stereo unspecified),-13%,13µM*,-33%,-16%,u,u,-2%,u,-1%
CCn1c(C)c(C(=O)O)c2cc(OC)ccc21,-3%,13%,-16%,-10%,-1%,-8%,2%,-5%[12.7 µM],1%
Cc1cccc(NC(=S)N2CC3CC(C2)c2cccc(=O)n2C3)c1C (stereo unspecified),-6%,-16%,2%,-5%,-2%,-17%,3%,26%[59 µM],2%
COC(=O)C1=C(c2cccc(OCc3ccccc3)c2)C[C@@H]2CC[C@H]1N2C(=O)NCc1cccc(OC)c1,x,34%,-11%,4%,11%,-23%,x,-11%[0.501 µM],15%
CNP(=O)(Oc1ccccc1)OC12CC3CC(CC(C3)C1)C2 (stereo unspecified),-11%,-3%,-14%,-1%,-11%,-2%,5%,11%[59 µM],-1%
CCn1c(C)[n+](CC)c2ccc(S(=O)(=O)NC)cc21,-2%,71%[activator],-11%,5%,u,-5%,-23%,u,-2%
COc1ccc(CNCCc2c[nH]c3ccccc23)cc1OC,-10%,-24%,79µM*,7%,50µM*,-7%,-16%,u,-13%
N#Cc1cc2c(nc1SCC(=O)Nc1ccc(C(F)(F)F)cc1)C1CCN2CC1,-4%,3%,-4%,-6%,0%,-15%,-2%,5%[59 µM],x
CCC(=NCc1ccco1)c1c(O)n(-c2ccccc2C)c(=O)[nH]c1=O,0%,22%,-11%,19%,-16%,-9%,-16%,-4%,u
COc1cc(N2CCOCC2)ccc1/C=C1\C(=O)NC(=O)N(Cc2cccs2)C1=O,-6%,u,-19%,-6%,1%,-16%,16%,32µM*,-2%
O=c1ccc2cc(O[C@H]3OC(CO)C(O)C(O)C3O)c(O)cc2o1 (stereo partly specified),2%&-12%,x,x,-10%&-5%[60.1 µM],x,x,x,-18%&-6%[2.33 µM],-3%&10%
CCc1cccc2c1NC(=O)C2=O,x,31%[activator],-17%,-5%,x,-20%,x,x,x
CCN1C[C@@]2(COC)CC[C@H](O)[C@@]34[C@@H]2C[C@@H]([C@@H]13)[C@]1(O)C[C@@H](OC)C2C[C@H]4[C@H]1[C@H]2OC(C)=O,2%[21.4 µM],x,x,-4%[12 µM],x,x,x,26%[21.5 µM],3%[21 µM]
C=C1[C@@H]2C[C@@]3([C@H]1O)[C@H]1C[C@@H]4[C@@]5(C)CC[C@H](O)[C@]4([C@H]1N(CC)C5)[C@H]3C[C@H]2O,4%[21.4 µM],x,x,-8%[12 µM],x,x,x,21%[21.5 µM],-1%[21 µM]
Cn1c(O)c(/C=N/Nc2ccccc2)c(=O)n(C)c1=O,-3%,49%[activator],u,-3%,-23%,-2%,35%,4µM*,-2%

# Compound activity as filed in PubChem BioAssay.
